ST2 IL33 inh = blocks human ST2 binding to IL-33; Q01638; actives 2.3% (n = 78,000); AID 1259354; AlphaLISA ST2-Fc/biotin-IL-33 interaction, 1 h; inhibition, % for hits at 17 µM; in the data active = inhibition above about 30%; inconclusive = mostly about 10% to 28%
Target sequence (Q01638 whole entry, looked up): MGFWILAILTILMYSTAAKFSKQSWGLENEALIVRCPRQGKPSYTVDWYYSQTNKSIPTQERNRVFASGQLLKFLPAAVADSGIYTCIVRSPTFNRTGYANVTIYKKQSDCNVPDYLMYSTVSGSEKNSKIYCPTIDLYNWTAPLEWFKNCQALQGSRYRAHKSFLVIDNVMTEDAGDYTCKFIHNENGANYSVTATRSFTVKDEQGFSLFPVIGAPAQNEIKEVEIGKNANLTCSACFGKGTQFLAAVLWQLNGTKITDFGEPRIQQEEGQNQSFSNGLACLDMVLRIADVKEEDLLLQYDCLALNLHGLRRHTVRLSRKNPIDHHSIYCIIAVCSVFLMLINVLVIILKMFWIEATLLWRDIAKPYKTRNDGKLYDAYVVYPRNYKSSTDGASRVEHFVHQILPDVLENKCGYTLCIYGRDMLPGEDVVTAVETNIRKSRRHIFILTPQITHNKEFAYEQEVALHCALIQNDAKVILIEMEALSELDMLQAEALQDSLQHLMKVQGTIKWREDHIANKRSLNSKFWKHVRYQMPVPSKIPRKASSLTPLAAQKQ
* = called active by the depositor; i = inactive; ? = inconclusive; ! = a repeat was not active. An excerpt. The share of hits here may be higher or lower than overall.

SMILES	ST2 IL33 inh
COc1ccc(OC)c(NC(=O)C2CCN(S(=O)(=O)c3cccs3)CC2)c1	i
CCc1nc(C)c(C(=O)N2CCCC(c3nc(-c4ccccc4)no3)C2)o1 (centres undefined)	i
CN(CCC1CCCCO1)C(=O)c1cn(C/C=C/c2ccccc2)nn1 (centres undefined)	i
CCOC(=O)c1c(NC(=O)c2ccc(C(C)(C)C)cc2)sc(C)c1C	i
CCOc1ccc(S(=O)(=O)Nc2ccccc2C)c2cccnc12	i
O=C1CSC(c2ccc(Cl)cc2Cl)N1c1ccccc1 (centres undefined)	i
COc1cc(C(=O)Nc2ccccc2C(F)(F)F)cc(OC)c1OC	i
Cc1ccc2nc(C3CCN(C(=O)c4cn(CC5CCCO5)nn4)CC3)[nH]c2c1 (centres undefined)	i
COc1cccc(-c2ccc(NC(=O)C3CCCN3C(=O)Cn3cccn3)cc2)c1 (centres undefined)	i
Cc1cc(Cl)nc(Oc2ccc(F)cc2)c1C(N)=O	i
COc1cc(NS(=O)(=O)c2ccc(NC(=O)c3ccccc3)cc2)ncn1	i
COc1ccc(S(=O)(=O)N2CCN(c3nc(C)cc(N4CCOCC4)n3)CC2)cc1C	i
COc1ccc2[nH]c(=O)c(C3CC(=O)Nc4c3c(C(C)C)nn4C)cc2c1 (centres undefined)	i
CO[C@H]1CN(C(=O)c2ccc(-n3cnnc3)cc2Cl)CC[C@H]1N	?
CCc1cn[nH]c1C1CCN(C(=O)c2cc3sccc3[nH]2)CC1	i
Cc1cccc(C)c1N(CC(O)Cn1c2ccccc2c2ccccc21)S(C)(=O)=O (centres undefined)	?
Oc1oc(-c2ccc(Cl)cc2)nc1C=Nc1ccccn1	33%*
Cc1cc(N(C)C)nc(N2CCN(S(=O)(=O)c3cccc(F)c3)CC2)n1	i
Cc1ccn2c(=O)cc(COc3cccc(NC(=O)C4CCCCC4)c3)nc2c1	i
CCCn1cc(SCC(=O)Nc2nnc(SCC)s2)c2ccccc21	i
COc1cc(C2C3=C(CCCC3=O)OC3=C2C(=O)CCC3)cc(OC)c1OC	i
CCCOC1CCCN(c2ncnc3c2CCN(C(=O)C2CC2)C3)C1 (centres undefined)	i
COc1ccc(C(=O)NC2CC(=O)N(c3ccc(F)cc3)C2)cc1 (centres undefined)	i
COCCCNc1nc(-c2ccccc2)nc2ccccc12	i
COc1cc(C2C3=C(CC(C)(C)CC3=O)Nc3c2c(=O)[nH]c(=O)n3Cc2ccccc2)ccc1O (centres undefined)	i
CCCn1c(N2CCNCC2)nc2c1c(=O)[nH]c(=O)n2C	i
Cc1noc(C)c1S(=O)(=O)N1CCN(c2cc(-c3ccccc3)ncn2)CC1	i
CCCn1cnnc1CN(C)Cc1sccc1C	i
O=C(c1ccc(F)cc1)c1c[nH]c2c(Cl)cccc2c1=O	i
CCCOC(=O)COc1ccc2c(=O)c(-c3ccc(Cl)cc3)coc2c1	?
CCc1cc(CN(C)C2CCN(C(=O)c3ccccn3)CC2)on1	i
O=c1/c(=C/c2cccc([N+](=O)[O-])c2)sc2n1CN(c1cccc(F)c1)CN=2	i
CCc1ccc(Nc2ncnc3sc(C)cc23)cc1	i
CCC1=C(c2ccc(OC)cc2)S(=O)(=O)N(CC(=O)NCc2ccccc2F)C1=O	i
c1ccc(CC2CN(Cc3cccn3-c3ccccn3)CCO2)cc1 (centres undefined)	i
COc1ccc(CNC2(CN3CCOCC3)CCCCC2)cc1OC	i
COc1ccc(OC)c(NC(=O)C(=O)NCCC2=CCCCC2)c1	?
O=C(NCCN1CCOCC1)c1cc(-c2cccs2)on1	i
COc1ccc(N2CC(C(=O)NCCCN3CCOCC3)CC2=O)cc1 (centres undefined)	i
COc1ccc(NC(=O)c2cccc([N+](=O)[O-])c2)cc1Cl	i
CCCCSc1oc(-c2ccco2)nc1S(=O)(=O)c1ccc(Br)cc1	?
O=[N+]([O-])c1cc(C(F)(F)F)ccc1N1CCN(S(=O)(=O)c2ccccc2)CC1	i
CCc1ccc(NC(=O)CN2CCN(Cc3ccccc3C)S2(=O)=O)cc1	i
CCc1nc(CN(C)Cc2cccc(C(=O)Nc3nccn3C)c2)no1	?
CN1CCc2c(sc3c2C(=O)NC(c2cn(Cc4ccccc4)c4ccccc24)N3)C1 (centres undefined)	?
CCOC(=O)Cn1c(=O)n(-c2ccc(C)c(C)c2)c2nc(-c3ccco3)nc(C(N)=O)c21	?
O=C1[C@@H]2C3c4ccccc4C(c4ccccc43)[C@@H]2C(=O)N1c1ccc(Cl)cn1	i
O=C(NCc1ccc(F)cc1Cl)C1CCN(S(=O)(=O)N2CCCCC2)CC1	i
COC(=O)CCC1CCCCC12OCCO2 (centres undefined)	i
O=C1CC(NC2CCSCC2)CN1Cc1ccccc1C(F)(F)F (centres undefined)	i
COc1ncc(-c2ccc(C(C)N3CCOCC3)cc2)c(OC)n1 (centres undefined)	?
CC(C)N1CC(OCc2ccc(OC(F)(F)F)cc2)CN(C(=O)c2cc[n+]([O-])cc2)CC1=O (centres undefined)	?
O=C1NN=C(c2ccccc2)CC1c1c[nH]c2ccccc12 (centres undefined)	i
COc1ccc(Nc2cc(C)nc(N3CCN(S(=O)(=O)c4ccc5c(c4)Cc4ccccc4-5)CC3)n2)cc1	?
COc1ccc(C(C)(C)C)cc1S(=O)(=O)N1CCN(c2nc(C)cc(Nc3ccc(C)cc3)n2)CC1	?
CCOc1ccc(Cn2c(CNS(=O)(=O)c3ccc(CC)cc3)nc3cccnc32)cc1	i
COc1ccc(OC)c(C(=O)N(Cc2ccc(OCc3ccccn3)cc2)[C@H]2CCCCNC2=O)c1	i
C=C1CC[C@@H]2C(C)(C)[C@H](O)CC[C@@]2(C)[C@@H]1COc1ccc2ccc(=O)oc2c1	i
O=C(NCCS(=O)(=O)N1CCCC1)c1cnn2c1CCCC2	?
CC(=O)NC(C)c1nc2ccccc2n1Cc1c(F)cccc1Cl (centres undefined)	i
Further results follow:
SMILES	ST2 IL33 inh
CC(=O)c1cc2c(cc1NC(=O)c1ccccc1Cl)OCCO2	i
Cc1ccc(-n2ncc3c(=O)n(-c4ccc(F)c(Cl)c4)c(C)nc32)cc1	?
CCN1CCCC1CNC(=O)c1cc(-c2ccc(Br)s2)nc2ccccc12 (centres undefined)	?
Cc1cc(NC(=O)CSc2nc3c(c(=O)n2-c2ccccc2)SCC3)no1	i
CC(=O)N1CCCc2cc(-c3ccccc3CO)ccc21	i
Cc1ccccc1CCN1CCCC(CN(C)C(=O)c2cc(C3CC3)[nH]n2)C1 (centres undefined)	i
O=C(NCCCN1CCCCCC1)c1cc2cc3ccc(Cl)cc3nc2o1	44%*!
Cc1oc(-c2cccc(Cl)c2)nc1CN1CCC(N(C)C)CC1	?
O=C(c1cc2cc3ccc(Cl)cc3nc2o1)N1CCN(c2ccccc2F)CC1	i
CC1CCN(S(=O)(=O)c2ccc(C(=O)Nc3nnc(-c4cccs4)o3)cc2)CC1	i
COc1cc(S(=O)(=O)NCc2ccc3c(c2)OCO3)c(OC)cc1Cl	i
Brc1ccccc1OCc1nc2ccccc2[nH]1	i
CC(C)c1cc(C(=O)NCCN2N=C(c3ccccc3)CCC2=O)n(C)n1	i
O=C(Nc1ccc(F)cc1F)c1cc2ccccc2oc1=O	i
CCc1ccc(NC(=O)CSC2N=CN=N2)cc1 (centres undefined)	i
O=C(/C=C/c1ccccc1)N1CCC(c2nc(-c3cccnc3)ncc2-c2ccccc2)CC1	?
CCN(CC)S(=O)(=O)N1CCC(C(=O)Nc2cccc(CCc3nc4ccccc4n3C)c2)CC1	i
O=C(Nc1cccc(F)c1)C1CCN(S(=O)(=O)c2cccc3cccnc23)CC1	i
CC(NC(=O)CCC1CCCCC1)c1ccccc1 (centres undefined)	i
COCCn1cc(C(=O)N2CCC(C(N)=O)CC2)c2c3ccccc3n(C)c2c1=O	?
O=C(c1ccc2c(c1)N(Cc1ccc(F)cc1Cl)C(=O)CS2)N1CCOCC1	i
CC1=C(C(N)=O)C(c2sccc2C)n2ncnc2N1 (centres undefined)	i
O=C(c1ccncc1)N(c1ccc2oc3c(c2c1)CCCC3)S(=O)(=O)c1ccc(F)cc1	?
CCOC(=O)N1CCN(Cc2ccc3c(c2)CN(C(=O)c2cc(-c4ccccc4)no2)CCO3)CC1	?
CCOC(=O)N1CCN(Cc2ccc3c(c2)CN(C(=O)c2sc(C)nc2C)CCO3)CC1	i
COc1cc(C(=O)Nc2sc3c(c2-c2nc4ccccc4s2)CCN(C)C3)cc(OC)c1OC	?
Cc1nn(C)c(C)c1-c1ncnn1-c1sc2c(c1C#N)CCCCC2	?
Cc1ccc(Cn2c(SCC(O)CO)nc3c2c(=O)[nH]c(=O)n3C)cc1 (centres undefined)	?
CC(C)(C)c1ccc(C(=O)N2CCN=C2SCc2cccnc2)cc1	i
O=C(Oc1cccc2cccnc12)c1ccccc1F	i
O=C(Nc1ccc(-c2nc3ccccc3o2)c(O)c1)c1ccco1	i
C[C@]12C[C@@H](O)[C@@H]3C[C@@]1(O[C@@H]1O[C@H](CO)[C@@H](O)[C@H](O)[C@H]1O)[C@]3(COC(=O)c1ccccc1)C(=O)O2	i
CCCOC1CCCN(Cc2nc(C3(c4ccc(C)cc4)CCCC3)no2)C1 (centres undefined)	i
CN(Cc1ccccc1)C(=O)C1c2ccccc2C(=O)N2CCc3ccccc3C12 (centres undefined)	i
Cc1ccc(C)c(N2CCN(C(=O)c3cn(CC(C)C)c(=O)c4c3c3ccccc3n4C)CC2)c1	i
CCSc1nc2cc(Cl)ccc2s1	i
Cc1ccc(CN2CCSc3ccc(C(=O)NCC4CCCO4)cc32)cc1 (centres undefined)	i
O=C1c2cccnc2C(Nc2ccc(Br)cc2Br)N1Cc1cccs1 (centres undefined)	i
CCc1noc(CN(CC)C(=O)C(C)n2cnc3ccccc32)n1 (centres undefined)	i
Cn1ccnc1CN1CCCC(CNC(=O)NC2CCCC2)C1 (centres undefined)	i
CC(C)Cc1cc(C(=O)NCC2(O)CCNC2)on1 (centres undefined)	i
CCOc1cc(C)c(S(=O)(=O)NCc2cccnc2)cc1C	i
CCOc1ccc2nc(-c3nccn3CC3CCN(C(C)=O)CC3)ccc2c1	i
NC1=NC(=O)C(CC(=O)Nc2ccc(Cl)c(C(F)(F)F)c2)S1 (centres undefined)	?
O=C(CCN1C(=O)c2cccc([N+](=O)[O-])c2C1=O)Nc1cccc(C(F)(F)F)c1	?
O=C(Nc1ccccc1F)c1nn(-c2ccc(Cl)cc2)c(=O)c2ccccc12	?
C[C@@H]1CN(CCC(=O)N2CCC3(CCN(C)CC3)C2)C[C@H](C)O1	?
Nc1nonc1-c1noc(-c2ccc([N+](=O)[O-])cc2Cl)n1	i

A second format for 7 compounds above.
| compound | ST2 IL33 inh |
| --- | --- |
| O=C(CCN1C(=O)c2cccc([N+](=O)[O-])c2C1=O)Nc1cccc(C(F)(F)F)c1 | ? |
| CCc1noc(CN(CC)C(=O)C(C)n2cnc3ccccc32)n1 (centres undefined) | i |
| CCOc1ccc2nc(-c3nccn3CC3CCN(C(C)=O)CC3)ccc2c1 | i |
| O=C(Nc1ccccc1F)c1nn(-c2ccc(Cl)cc2)c(=O)c2ccccc12 | ? |
| CC(C)Cc1cc(C(=O)NCC2(O)CCNC2)on1 (centres undefined) | i |
| NC1=NC(=O)C(CC(=O)Nc2ccc(Cl)c(C(F)(F)F)c2)S1 (centres undefined) | ? |
| Cn1ccnc1CN1CCCC(CNC(=O)NC2CCCC2)C1 (centres undefined) | i |

A different layout for some results above:
> Cc1ccc(CN2CCSc3ccc(C(=O)NCC4CCCO4)cc32)cc1 (centres undefined)
  ST2 IL33 inh = i
> O=C1c2cccnc2C(Nc2ccc(Br)cc2Br)N1Cc1cccs1 (centres undefined)
  ST2 IL33 inh = i
> CCc1noc(CN(CC)C(=O)C(C)n2cnc3ccccc32)n1 (centres undefined)
  ST2 IL33 inh = i

Next entries follow:
SMILES	ST2 IL33 inh
Cc1ccnc(NC(=O)CCc2nc(-c3ccccc3F)no2)c1	?
O=C(Nc1nncs1)c1cccc(F)c1	i
O=C(Cc1ccccc1)Nc1ccccc1NC(=O)Cc1ccccc1	i
COc1cc(/C=c2/sc3nc4ccccc4n3c2=O)ccc1OCc1nn[nH]n1	?
Cc1nc(C)c(CN2CCC(CNS(C)(=O)=O)C2)s1 (centres undefined)	i
COc1ccc2c(c1)sc(=NC(=O)CSCC(=O)N1CCN(c3ccccc3)CC1)n2C	i
O=C(NCC1c2ccccc2CCN1C(=O)Cn1cnc([N+](=O)[O-])n1)C1CCCCC1 (centres undefined)	i
CCOc1c(Nc2ccc(F)cc2F)c(=O)c1=O	i
Cc1ccccc1Cn1nc(C)c(NC(=O)c2noc3c2CCCC3)c1C	i
Cc1ccc(Cn2c(SCC(=O)NCC3CCCO3)nc3c(sc4ccccc43)c2=O)cc1 (centres undefined)	i
O=C1CC(c2ccccc2)CC2=C1C(c1ccncc1)Nc1ccccc1N2 (centres undefined)	?
c1ccc(OCc2noc(CN3CCC(c4nc5ccccc5o4)CC3)n2)cc1	?
O=C(CN1CCN(Cc2ccccc2F)C1=O)NC1CCCCCC1	i
Cc1ccc(-n2nc3c(c2NC(=O)c2cccc(F)c2)CSC3)c(C)c1	i
O=C(Nc1ccc(Br)c(Cl)c1)C1CC1	i
N=C1/C(=C/c2cn(CCCOc3ccccc3Cl)c3ccccc23)C(=O)N=C2SC=CN12	?
COc1ccccc1NC(=O)C1=C(C)Nc2nc3ccccc3n2C1c1ccc(Cl)cc1 (centres undefined)	?
Cc1cc(NS(=O)(=O)c2ccccc2)c(C(C)C)c(Br)c1O	i
O=C(Oc1ccccc1)c1cc2c3c(c1O)C1C=CCC1CN3CC1CC=CC21 (centres undefined)	i

Looked up by structure from the entries so far (3):
SMILES	ST2 IL33 inh
O=C(Oc1ccccc1)c1cc2c3c(c1O)C1C=CCC1CN3CC1CC=CC21 (centres undefined)	i
Cc1cc(NS(=O)(=O)c2ccccc2)c(C(C)C)c(Br)c1O	i
O=C(CN1CCN(Cc2ccccc2F)C1=O)NC1CCCCCC1	i

Compound activity as filed in PubChem BioAssay.
